A549 viability: counter-screen for Nrf2 inhibitors: cytotoxicity in A549 cells; A549 ARE-Fluc cells, CellTiter-Fluor viability, 18-24 h; Potency, µM (top dose mostly 46 µM), without a hit: top-dose activity change, negative = cytotoxicity, hits mostly inhibitors; 390,000 tested, 0.16% active; AID 504648; also: potency is read from the fitted curve at half-maximal effect; % is scaled to controls: 0 for no effect and ±100 for the full control effect
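A549 ARE-Fluc cells in 5% FBS OPTI-MEM, 5000 cells/well, rested 2 h then exposed to compounds in concentration-response for 18-24 h at 37 °C. Viability by CellTiter-Fluor fluorescence (Ex 405/Em 525) after 30 min; luciferase luminescence (BugLite, 15 min, RT) read afterwards.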
Abeta yeast res: restores growth of yeast expressing A-beta42 peptide; yeast expressing A-beta42, growth rescue, OD600, 48 h; response scale: 0% DMSO, 100% iron-clioquinol control; Potency, µM (top dose mostly 46.1 µM), inactives show at the top dose growth rescue, hits mostly activators; 410,000 tested, 0.063% active; AID 1347071; also: potency is read from the fitted curve at half-maximal effect; nearly all actives have a fitted effect of over 55% in size
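Growth rescue measured by 600 nm absorbance after 48 h yeast culture at 30 C with compound. Values normalized between DMSO and an equimolar ferric chloride plus clioquinol control.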
Nrf2 inh: blocks Nrf2 signaling; A549 ARE-Fluc reporter, luciferase luminescence, 18-24 h; Potency, µM (highest dose often 46 µM), for inactives: at the top dose activity change, negative = inhibition, usual class: inhibitors; 360,000 tested, 2.1% active; AID 504444; also: potency is read from the fitted curve at half-maximal effect; % is scaled to controls: 0 for no effect and ±100 for the full control effect; nearly all actives have a fitted effect of over 60% in size
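Concentration-response testing used A549 ARE_Fluc cells at 5000 cells/well. Following an 18-24 h compound incubation, viability was read by fluorescence (Ex 405/Em 525) and luciferase output by luminescence.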
pAkt inh: inhibitors of Akt phosphorylation; activity change, % for hits at 50 µM; Neuro2A IGF-stimulated pAkt S473 HTRF, 20 min; active compounds read low; 360,000 tested, 0.32% active; AID 651550; in the data active = activity change below about -80%; inconclusive = mostly about -51% to -80%; also: % is scaled to controls: 0 for no effect and ±100 for the full control effect
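Single-point screen (50 µM final compound) in Neuro2A cells stimulated 20 min with 6 nM IGF at 37 deg C. After lysis, Ser473-phosphorylated Akt read by HTRF (ex 330 nm, em 615/665 nm) as the 665/615 ratio.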
MmCpn inh: blocks the Methanococcus maripaludis chaperonin Mm-Cpn; purified Mm-Cpn ATPase, ADP Transcreener TR-FRET; Potency, µM (highest dose often 76.9 µM), inactives show at the highest dose activity, negative = inhibition, hits mostly inhibitors; 330,000 tested, 0.031% active; also: potency is read from the fitted curve at half-maximal effect; % is scaled to controls: 0 for no effect and ±100 for the full control effect; nearly all actives have a fitted effect of over 80% in size
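ATPase read-out: TR-FRET ADP immunoassay (anti-ADP Eu cryptate vs ADP-d2), ex 320 nm, em 590/665 nm; signal drops as ADP forms. Enzyme 25 nM, ATP 10 uM, 30 min at 37°C after 10 min compound preincubation.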
HepG2 tox: counter-screen for TGF-b inhibitors: cytotoxicity in HepG2 cells; HepG2 CAGA-GFP viability, ATP luminescence, 18 h; 410,000 tested, 0.76% active; Potency, µM (titrated, usually from 46.1 µM), inactives show at the highest dose activity change, negative = cytotoxicity, actives largely listed as cytotoxic; AID 588856; also: potency is read from the fitted curve at half-maximal effect; some results filed as inactive show a strong effect at the top dose
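HepG2 CAGA-GFP cells (1000/well, DMEM with 1% FBS) received compound, then TGF-beta at 500 pg/mL final, and were incubated 18 hours at 37 degrees C. Viability was read by CellTiter-Glo luminescence. Media-only wells were set as complete cell-killing and DMSO as no toxicity.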
CCT modulator: cytosolic chaperonin activity modulation; purified chaperonin ATPase assay, HTRF ADP detection, 30 min; activity change, % (test concentration not listed), hits read low; 360,000 tested, 0.3% active; in the data active = activity change below about -30%; also: % is scaled to controls: 0 for no effect and ±100 for the full control effect
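Nucleotide hydrolysis assay: TRiC at 20–40 nM final (set by batch activity) with 10 uM ATP, 30 min at 37 °C, in presence of 76 uM compound. Detection by competitive ADP HTRF, 30 min ambient.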
TGFb SMAD3 inh: blocks TGF-b signaling. HepG2 CAGA-GFP TGF-b/SMAD3 reporter, GFP fluorescence, 18 h; TGF-beta stimulated, 500 pg/mL final. Potency, µM (highest dose often 46.1 µM), without a hit: at the highest dose activity, negative = inhibition, actives largely listed as inhibitors. 410,000 tested, 1.2% active; also: potency is read from the fitted curve at half-maximal effect; % is scaled to controls: 0 for no effect and ±100 for the full control effect; nearly all actives have a fitted effect of over 65% in size
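HEPG2 CAGA-GFP reporter cells (1000/well, DMEM with 1% FBS) received compounds, then recombinant TGF-beta at 500 pg/mL final for 18 hours at 37 degrees C. Per-cell GFP summed per well was normalised to unstimulated and stimulated DMSO controls before curve fitting.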
Nrf2 activator: activators of Nrf2 (ARE) signaling; 410,000 tested, 0.31% active; Potency, µM (highest dose often 46.1 µM), for the others: top-dose activation, usual class: activators; AREc32 ARE-luciferase reporter (MCF7-derived line), luminescence, 24 h; also: potency is read from the fitted curve at half-maximal effect; % of control where 0% means no effect; nearly all actives have a fitted effect of over 65% in size
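For detection, Steady-Glo was added and plates sat 30 min at RT; before that, AREc32_Fluc cells grown overnight in OPTI-MEM/5% FBS had been treated with 23 nL compound for 24 hr at 37 deg C.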
The depositor's hits bear a star; i = inactive; ? = inconclusive; . = not tested or not shown; & = joins results of further samples; [ ] = remark or other dose. Unless noted, calls follow the shape of the dose curve; as a rule, active = well fitted curve in the direction sought with a large enough effect; inconclusive = small, poorly fitted or top-dose-only effect, or another doubt; inactive = no such curve, though single readings can be large; an effect the other way counts as inactive or inconclusive.

SMILES,A549 viability,Abeta yeast res,Nrf2 inh,pAkt inh,MmCpn inh,HepG2 tox,CCT modulator,TGFb SMAD3 inh,Nrf2 activator
Cc1onc(-c2ccccc2)c1C(=O)N1CCN(c2ncccc2C(F)(F)F)CC1,-0.5%,14.1%,-9.4%,i,-2.7%,-7.9%,-1.8,-1.9%,0.3%
CCCn1nc(C(=O)N2CCCc3ccccc32)c2ccccc2c1=O,-18.8%,-13.8%,-29.2%,i,-0.7%,-0.9%,-3.5,-24.6%,-0.5%
COc1c(C)cc(C(O)c2ncc(-c3ccccc3)[nH]2)cc1C (stereo not given),.,7.7%,.,i,.,8.5%,-0.5,36.2%[activator],0.1%[9.22 µM]
COc1ccc(-n2c(=O)c3c4c(sc3n(CC(=O)NCC3CCCO3)c2=O)CCCC4)c(OC)c1 (stereo not given),-12.0%,-10.8%,?,i,-0.6%,-17.5%,-2.5,-2.1%,2.6%
O=[N+]([O-])c1cccc(-c2cc3cccc[n+]3cc2-c2cccc([N+](=O)[O-])c2)c1,-5.8%,2.9%,19.2%,i,-1.7%,-5.5%,-3.7,3.9%,-0.9%
O=C(CSc1nc2ccccc2c(=O)[nH]1)c1cccs1,3.3%,-10.6%,?,i,3.6%,-23.1%,-1.8,12.1%,5.4%
CCOc1ccc(NC(=S)NCCCN2CCN(C3CCCCC3)CC2)cc1,-26.5%,-3.7%,2.3%,i,-0.7%,-10.7%,-1.9,14.2%,-0.1%
COc1ccc(-c2cc(C(F)(F)F)nc(SCCC(=O)N3CCN4CCCC4C3)n2)cc1 (stereo not given),-0.2%,19.4%,.,i,-0.4%,22.0%,1.8,17.5%,0.5%
Cc1ccc2c(=O)c(C(=O)c3cccc(Cl)c3)cn(CC(=O)NC3CCCCC3)c2n1,12.0%,-10.1%,?,.,.,8.7%,.,14.8%,-0.3%
CNC(=O)C[C@H]1C(=O)N(C2CCCCC2)C[C@@H]1CSC,.,1.2%,.,i,.,9.5%,-1.4,5.9%,-0.5%
Cc1cccc(N2C(=O)C(CC(=O)Nc3cccc(F)c3)N(CCc3ccncc3)C2=O)c1 (stereo not given),-6.0%&-3.7%,0.0%&-10.0%,-26.5%&11.1%,i,-1.4%,1.7%&-15.4%,-5.0,13.0%&-27.3%,0.0%&-0.1%
CCN(CC)C(=O)c1[nH]cnc1C(=O)N[C@@H](CC(C)C)C(=O)OC(C)(C)C,-2.4%,-11.0%,0.8%,i,.,-24.2%,-1.3,13.5%,-0.4%
NS(=O)(=O)c1cccnc1Nc1cccc(Cl)c1,12.7%,5.1%,.,i,-0.5%,7.7%,-0.2,?,5.5%
O=C(Cc1nnc(NC(=O)Nc2ccc(F)cc2)s1)Nc1ccccc1,-1.8%,1.8%,1.6%,i,-13.1%,-7.6%,-0.2,-5.1%,2.1%
CC1(C(=O)Nc2cccc3c2CCCC3)CCN1C(=O)CCC1CCCC1 (stereo not given),.,9.5%,.,i,.,-39.1%,0.1,?,6.7%
COc1ccc2cc(C(c3nnnn3CCc3ccccc3)N3CCC(O)CC3)c(=O)[nH]c2c1 (stereo not given),-6.8%,-1.5%,12.0%,i,0.2%,-0.5%,-1.0,10.1%,-0.3%
CCOC(=O)c1cnc2c(C)cc(C)cc2c1Nc1ccc(OCc2ccccc2)cc1,-3.8%,-21.1%,1.5%,.,.,-17.3%,.,2.3%,-1.2%
Cc1cccc(-n2nnc(C(=O)NCc3ccco3)c2N)c1,-5.5%,16.7%,5.9%,i,-6.6%,1.6%,-0.9,?,5.0%
COc1ccc(CC(=O)Nc2nc(C(C)(C)C)cs2)cc1,?,10.4%,13µM*,i,3.5%,-2.9%,-67.3*,?,2.5%
Cc1c(C(=O)/C=C/N(C)C)nnn1-c1ccc(F)c(Cl)c1,-1.2%,-82.8%[inhibitor],27.5%,i,-12.0%,-10.4%,-5.0,21.2%,0.5%
CN1CCN(NC(=O)CN2C(=O)S/C(=C\c3c(Cl)cccc3Cl)C2=O)CC1,0.7%,-5.0%,6.8%,i,2.8%,-16.4%,-0.2,1.4%,9.5%
CC(C)C[C@H](NC(=O)CCn1nnc2ccccc2c1=O)C(=O)O,5.3%,1.3%,4.4%,i,-3.3%,-1.2%,2.2,0.1%,0.3%
COc1cc(/C=C/C(=O)OCC(=O)N2CCC(Cc3ccccc3)CC2)ccc1O,-0.1%,1.0%,?,i,-2.0%,-62.0%,-3.8,?,4.5%
O=C(NC(NC(=S)Nc1ccc(Cl)cc1)C(Cl)(Cl)Cl)c1ccco1 (stereo not given),-9.2%,-17.2%,?,i,1.5%,-27.1%,-1.8,?,15.6%
CCC(CC)C(=O)N1CCCC(c2nc(-c3cccs3)no2)C1 (stereo not given),-7.3%,26.3%,-0.2%,i,0.6%,-11.3%,2.1,0.6%,0.5%
O=C(CSc1ncnc2nc[nH]c12)c1ccc(Cl)cc1,3.1%,-10.4%,?,i,-0.6%,-46.4%,-3.9,?,4.0%
O=C(CN1C(=O)C(=O)N(C2CCCC2)C1=O)Nc1ccccc1OC(F)F,1.6%,36.0%,-5.2%,i,2.1%,-3.6%,-3.0,-3.0%,0.5%
CN(C)c1ccc(C(=O)N2CCCC(N3CCN(Cc4ccc5c(c4)OCO5)CC3)C2)cc1 (stereo not given),-13.2%,-3.2%,?,i,0.3%,-28.7%,-1.0,-33.6%,-0.3%
O=C(CS(=O)(=O)c1cn(Cc2cccc(F)c2)c2ccccc12)N1CCOCC1,-2.3%,15.4%,-5.0%,i,0.0%,-1.3%,1.3,0.0%,-0.6%
O=C(COC(=O)CNC(=O)c1cccc([N+](=O)[O-])c1)Nc1ccccc1OC(F)F,-4.2%,-7.4%,-2.2%,i,-0.5%,-8.0%,-2.4,4.3%,-0.7%

New compounds follow
| molecule | A549 viability | Abeta yeast res | Nrf2 inh | pAkt inh | MmCpn inh | HepG2 tox | CCT modulator | TGFb SMAD3 inh | Nrf2 activator |
| --- | --- | --- | --- | --- | --- | --- | --- | --- | --- |
| CCOC(=O)N1CCN(C(=O)c2cccn3c(=O)c4c5c(sc4nc23)CCCC5)CC1 | 0.9% | -17.1% | -11.2% | i | -1.7% | 8.4% | 2.1 | -1.4% | 4.2% |
| COc1cc(/C=C/C(O)=C/C(=O)/C=C/c2ccc(O)cc2)ccc1O | -6.8% | -81.3%[inhibitor] | 17.6% | i | 0.3% | -29.8% | 1.1 | ? | 27.6% |
| C=CCn1c(-c2ccc(F)cc2)n[nH]c1=S | 0.6% | -8.2% | 7.4% | i | -1.3% | -35.6% | -0.7 | -4.2% | 4.7% |
| O=C(Cn1c(=O)nc(-c2ccccc2)c2cc(Cl)ccc21)N1CCN(c2ccc(F)cc2)CC1 | -8.5% | 7.3% | . | . | . | -0.5% | . | -4.4% | 0.8% |
| CCN(C(=O)CN1CCN(c2ccccc2O)CC1)c1c(N)n(Cc2ccccc2)c(=O)[nH]c1=O | 8.0% | 0.7%[9.22 µM] | . | i | -0.8% | 6.8% | -0.8 | 16.4% | -0.2% |
| CCO[C@H]1OC(C(=O)NC2CC2)=C[C@@H](c2ccccc2)[C@@H]1CCCO | 4.5% | 5.1% | -16.0% | i | 0.7% | 1.7% | -1.9 | -1.4% | -1.3% |
| CCn1nc(C(=O)NNC(=O)CCOc2cc(C)ccc2C)c2ccccc2c1=O | -1.9% | 15.6% | -4.0% | i | 0.9% | -1.0% | 0.4 | 6.9% | 0.4% |
| CSCCC(NC(=O)COc1ccccc1)C(=O)N(C)Cc1c(F)cccc1Cl (stereo not given) | . | 12.0% | . | i | . | -42.0% | 1.1 | -9.0% | -0.5% |
| COc1ccccc1N/C(=N/S(=O)(=O)c1ccc(Cl)cc1)c1ccccc1 | -9.8% | ? | -6.9% | i | 1.8% | -8.6% | -1.4 | 1.8% | -0.5% |

Copied from the listing for reference:
| molecule | A549 viability | Abeta yeast res | Nrf2 inh | pAkt inh | MmCpn inh | HepG2 tox | CCT modulator | TGFb SMAD3 inh | Nrf2 activator |
| --- | --- | --- | --- | --- | --- | --- | --- | --- | --- |
| CCn1nc(C(=O)NNC(=O)CCOc2cc(C)ccc2C)c2ccccc2c1=O | -1.9% | 15.6% | -4.0% | i | 0.9% | -1.0% | 0.4 | 6.9% | 0.4% |
| CSCCC(NC(=O)COc1ccccc1)C(=O)N(C)Cc1c(F)cccc1Cl (stereo not given) | . | 12.0% | . | i | . | -42.0% | 1.1 | -9.0% | -0.5% |
| COc1ccccc1N/C(=N/S(=O)(=O)c1ccc(Cl)cc1)c1ccccc1 | -9.8% | ? | -6.9% | i | 1.8% | -8.6% | -1.4 | 1.8% | -0.5% |

Compound activity: PubChem, National Center for Advancing Translational Sciences (NCATS)
